Screening data from PubChem.
T cell HTS – T cell immune modulation candidate. 2C CD8+ T cell-vesicle binding, flow cytometry; stronger effect = lower value. calls only at 7 µM. 0.068% of 330,000 active;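 active = response, share of CD8 T cells binding vesicles, and their 90th percentile fluorescence all below set limits, cut at about 80% in these data, passing the limit was not always enough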
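Material: murine 2C transgenic CD8+ T lymphocytes / Also added: QL9-peptide-loaded Drosophila micro-vesicles bearing Ld, ICAM-1 and B7-1 / Schedule: binding step 1.5 h, 37 °C, antibody labelling 20 min, ice / Signal: flow cytometry, PE anti-B7-1 (FL2) versus Alexa647 anti-CD8 (FL8), PFA-fixed / Evaluation: percent CD8+ FL2 mean versus row control / Benchmarks: naked versus QL9-loaded vesicles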
GPR35 arrestin U2OS – GPR35 antagonists blocking zaprinast-driven arrestin recruitment, primary screen, imaging, U2OS, beta-arrestin-GFP, zaprinast agonist (AID 2058); U2OS GPR35 beta-arrestin-GFP translocation imaging, zaprinast antagonism; higher % means a stronger effect; 0.052% of 290,000 active; inhibition, % at 10 µM; hits with a dose series show IC50 in µM;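 active = inhibition of at least 50% with at least 30 cells and total cytoplasm GFP at most 10,000,000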
GPR55 beta-arrestin – GPR55 agonists via beta-arrestin recruitment, primary screen, imaging, U2OS cells, beta-arrestin-GFP redistribution (AID 1961) | 0.048% of 290,000 active | one-dose activation, % at 10 µM; EC50 in µM for titrated hits | U2OS GPR55 beta-arrestin-GFP redistribution imaging; higher % means a stronger effect;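 active = activation above 40% with more than 50 cells counted in the well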;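 also: U2OS osteosarcoma cells stably expressing GPR55 and beta-arrestin-GFP; plate controls were DMSO negative control for no effect and LPI positive control for full effect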
Salmonella PhoP GFP – PhoP-dependent GFP reporter repression – Salmonella Typhimurium, primary screen (AID 1863) | S. Typhimurium PhoP-regulated promoter GFP reporter, 4 h; higher % means a stronger effect | inhibition, % at 50 µM, or IC50 in µM where a hit was titrated | 0.16% of 300,000 active;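 active = inhibition over 29.93%, a cutoff 3 SD above the screen mean, later confirmed by dose response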;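 also: 0% = low Mg2+ inducing control and 100% = high Mg2+ repressing control; strong numbers were not always called active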
KOR beta-arrestin-1 – kappa opioid receptor activators – cell-based, luminescence, uHTS, primary screen (AID 1777). activation, % at 10 µM, or EC50 in µM where a hit was titrated. 0.02% of 280,000 active. KOR beta-arrestin recruitment, luminescence; higher % means a stronger effect; in the data active = activation above about 50%, passing the limit was not always enough; also: a part of the inactive calls stands beside numbers as strong as those of hits
West Nile virus CPE – inhibition of WNV-induced cytopathic effect – cell-based, CPE readout (AID 1621); West Nile virus-infected cells, CPE inhibition; higher % means a stronger effect; CPE inhibition, % at 10 µM; hits with a dose series show IC50 in µM; 0.02% of 290,000 active; in the data active = a potency from the dose series; also: strong numbers were not always called active
NTR1 ag – NTR1-driven beta-arrestin-GFP spot formation – imaging, U2OS cells, high content, primary screen (AID 493036); agonist mode; 0.17% of 330,000 active; activation, % at 20 µM;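 active = activation at or above 40% of the spot to cytoplasm intensity ratio, with at least 20 cells analyzed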;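 also: 0% = DMSO without peptide and 100% = 100 nM NTR1 peptide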
Target sequence (P30989 whole entry, looked up): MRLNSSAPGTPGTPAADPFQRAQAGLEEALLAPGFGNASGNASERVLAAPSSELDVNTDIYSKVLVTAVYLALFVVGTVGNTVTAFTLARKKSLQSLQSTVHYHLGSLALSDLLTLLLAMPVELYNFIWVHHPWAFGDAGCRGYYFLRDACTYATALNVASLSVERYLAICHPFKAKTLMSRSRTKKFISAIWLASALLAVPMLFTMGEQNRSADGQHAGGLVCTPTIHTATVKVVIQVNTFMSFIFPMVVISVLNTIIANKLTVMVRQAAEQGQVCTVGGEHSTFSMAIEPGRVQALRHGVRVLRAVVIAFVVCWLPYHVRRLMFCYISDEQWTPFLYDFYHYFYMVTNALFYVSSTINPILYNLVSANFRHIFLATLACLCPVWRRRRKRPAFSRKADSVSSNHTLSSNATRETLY
GPR55 antagonists – inhibition of LPI-stimulated GPR55 beta-arrestin translocation – imaging, U2OS, beta-arrestin-GFP, LPI agonist, primary screen (AID 2013). U2OS GPR55 beta-arrestin-GFP translocation imaging, LPI antagonism; higher % means a stronger effect. inhibition, % at 10 µM; hits with a dose series show IC50 in µM. 0.13% of 290,000 active;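 active = spots per cell inhibited over 60%, with over 100 cells counted and total cytoplasm intensity under 500,000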;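 also: U2OS cells stably carrying GPR55 and arrestin-GFP stimulated by 5 µM LPI near EC80; imaged beta-arrestin-GFP aggregate spots per cell after agonist stimulation; plate controls were LPI-stimulated DMSO wells for no effect and DMSO wells without LPI for full effect; some results filed as inactive read as strong as hits; confirmed hits need IC50 under 10 µM and bright autofluorescent wells are also inconclusive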
KOR beta-arrestin-2 – KOR antagonists, beta-arrestin recruitment, cell-based, luminescence, uHTS (AID 1778); KOR beta-arrestin recruitment, luminescence, antagonist mode; higher % means a stronger effect; inhibition, % at 10 µM, or IC50 in µM where a hit was titrated; 0.091% of 290,000 active; in the data active = inhibition above about 50%; also: strong numbers were not always called active
T cell HTS vesicle-bound % – also measured in T cell HTS; calls as there; double positive events, %; measured here: CD8+ vesicle-bound cell fraction;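 binding gate set so that unloaded-vesicle control wells show 10% double positive cells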
NTR1 ag cell count 20 µM – also measured in NTR1 ag; calls as there; cell count; measured here: cell count, cytotoxicity flag
* marks the source's active call; other numbers are inactive results; i = inactive; nt = not tested or not shown; [ ] = remark or other dose.

Compound	T cell HTS	T cell HTS vesicle-bound %	GPR35 arrestin U2OS	GPR55 beta-arrestin	Salmonella PhoP GFP	KOR beta-arrestin-1	West Nile virus CPE	NTR1 ag	NTR1 ag cell count 20 µM	GPR55 antagonists	KOR beta-arrestin-2
COc1ccc(/C=C/C(=O)O)cc1S(=O)(=O)N1CCCc2ccccc21	i	43	7%	-0.1%	-5%	nt	0.8%	0.3	101	13%	-27%[20 µM]
O=C(NCCN1CCCC1)c1ccc(Cl)cc1Cl	i	52	-4%	-0.1%	-8%	-1.3%	-1.1%	0.0	53	8%	-10%
COc1ccc(OCCCC(=O)NCCc2ccccc2)cc1	i	38	3%	0.1%	1%	0.1%	0.1%	-2.2	59	-2%	-27%
O=S(=O)(Nc1ccc(S(=O)(=O)N2CCCC2)cc1)c1ccc(F)cc1	i	25	8%	0.6%	-1%	-0.9%	-0.1%	-1.1	52	13%	-55%
O=c1[nH]c(SCc2ccc(Cl)cc2)nc2c1CCC2	i	40	-17%	-0.2%	1%	-3.6%	nt	7.2	63	-10%	-26%
Cc1ccc(OCCCC(=O)Nc2nnc(C3CCCO3)s2)c(C)c1 (centres undefined)	i	67	-1%	0.6%	nt	nt	0.1%	3.0	64	16%	-63%[20 µM]
Cn1c(=O)c2[nH]cnc2n(-c2ccccc2)c1=O	i	42	-2%	-0.1%	3%	1.9%	0.5%	2.7	51	2%	-8%
CN1C(=S)N(c2cccnc2)C(=O)/C1=C\c1ccc(C(C)(C)C)cc1	i	40	13%	0.1%	6%	2.2%	-1.2%	21	56	0%	-33%
N#Cc1c(-c2ccco2)ccn(Cc2cccc(F)c2)c1=O	i	46	15%	-0.3%	12%	-1.5%	-0.8%	0.6	53	-3%	15%
O=C(c1cccs1)[C@@H]1[C@@H]2C(=O)N(Cc3ccc4c(c3)OCO4)C(=O)[C@@H]2C2c3ccccc3C=CN21 (some centres undefined)	i	40	4%	0.0%	-5%	1.0%	nt	1.5	55	19%	13%
COC(=O)c1cc(OC)nc2ccc(Br)cc12	i	23	1%	-0.2%	-5%	-1.3%	-0.1%	3.0	53	5%	0%
COc1cc(NC(=O)Cc2cccs2)cc(OC)c1	i	13	-2%	0.2%	7%	-2.5%	0.0%	0.7	58	15%	21%
CCOc1ccc(OCC)c(S(=O)(=O)NC2CC(C)(C)NC(C)(C)C2)c1	i	44	-16%	-0.6%	9%	-3.0%	-0.3%	-1.0	42	17%	21%
Cc1cc(=O)n2nc(N3CCCC(C(=O)NC4CCC(C)CC4)C3)sc2n1 (centres undefined)	i	13	-20%	-0.2%	-2%	2.2%	0.0%	-1.2	64	-30%	0%
O=C(CC1CCCC1)Nc1cccc(Br)c1	i	16	-7%	1.2%	6%	-1.1%	-0.9%	0.6	51	-3%	-4%
Cc1ccccc1NC(=O)CN1C(=O)c2cccnc2Oc2ccc(Cl)cc21	i	42	3%	0.2%	7%	0.9%	0.8%	-0.1	69	4%	12%
O=C(NCCc1ccccc1)C(=O)NCC1CCNCC1	i	23	-8%	-0.3%	6%	3.3%	0.4%	-0.8	34	4%	-21%
O=C(O)c1cc(-c2cccc3ccccc23)nc2ccccc12	i	28	-12%	0.3%	-2%	-1.4%	-0.1%	1.1	40	-2%	6%
C=CCOc1ccccc1CN(C(=O)CCl)c1ccc2c(c1)OCO2	i	46	8%	0.2%	8%	1.2%	-1.4%	3.5	47	28%	-3%
CCOC(=O)Cc1csc(NC(=O)c2cc3ccccc3o2)n1	i	26	-10%	0.3%	-8%	-2.3%	-0.3%	-0.5	43	5%	-13%
Cc1cc(NC(=O)Cn2c(=O)oc3ccc(Cl)cc32)no1	i	40	-5%	-0.1%	-8%	0.6%	0.0%	0.9	73	19%	-4%
O=C(CN1CCN(c2ccccn2)CC1)Nc1ccc(Br)cc1	i	56	-4%	0.0%	5%	-3.8%	-0.6%	1.1	96	2%	9%
COc1ccccc1N1CCN(C(=O)c2ccc(Cl)c(S(=O)(=O)NCc3ccco3)c2)CC1	i	48	-2%	-0.2%	-7%	-1.1%	0.7%	2.9	61	-10%	-10%
CCC(=O)N1CCc2cc(Br)cc(S(=O)(=O)N3CCC(C(=O)NC(C)(C)C)CC3)c21	i	15	11%	nt	3%	-0.4%	-0.3%	-0.6	57	0%	-3%
CN(C)C=NC(=O)c1cccn1-c1ncc(C(F)(F)F)cc1Cl	i	32	9%	-0.3%	8%	-6.7%	1.2%	1.7	57	5%	1%

Part of the list above, with each value named:
smiles: C=CCOc1ccccc1CN(C(=O)CCl)c1ccc2c(c1)OCO2
  T cell HTS = i
  T cell HTS vesicle-bound % = 46
  GPR35 arrestin U2OS = 8%
  GPR55 beta-arrestin = 0.2%
  Salmonella PhoP GFP = 8%
  KOR beta-arrestin-1 = 1.2%
  West Nile virus CPE = -1.4%
  NTR1 ag = 3.5
  NTR1 ag cell count 20 µM = 47
  GPR55 antagonists = 28%
  KOR beta-arrestin-2 = -3%
smiles: CCOC(=O)Cc1csc(NC(=O)c2cc3ccccc3o2)n1
  T cell HTS = i
  T cell HTS vesicle-bound % = 26
  GPR35 arrestin U2OS = -10%
  GPR55 beta-arrestin = 0.3%
  Salmonella PhoP GFP = -8%
  KOR beta-arrestin-1 = -2.3%
  West Nile virus CPE = -0.3%
  NTR1 ag = -0.5
  NTR1 ag cell count 20 µM = 43
  GPR55 antagonists = 5%
  KOR beta-arrestin-2 = -13%

The listing continues:
Compound	T cell HTS	T cell HTS vesicle-bound %	GPR35 arrestin U2OS	GPR55 beta-arrestin	Salmonella PhoP GFP	KOR beta-arrestin-1	West Nile virus CPE	NTR1 ag	NTR1 ag cell count 20 µM	GPR55 antagonists	KOR beta-arrestin-2
CCCOc1ccc(C(=O)NNC(=S)NC(=O)c2cc(-c3ccccc3)nc3ccccc23)cc1	i	42	-11%	0.3%	-10%	2.3%	-0.3%	4.2	89	-15%	-40%
Cc1c(C)n(CCC#N)c2ccc(Cl)cc12	i	20	-8%	0.4%	-6%	-1.1%	-1.3%	2.4	46	-4%	-4%
CCOC(=O)c1cc(-c2ccccc2)n(CCC(=O)N2CCN(c3ccc(OC)cc3)CC2)c1C	i	26	-12%	0.8%	4%	6.8%	-1.9%	4.3	60	11%	-20%
CSc1ccc(S(=O)(=O)Nc2ccc3c(c2)OCCO3)cc1	i	65	7%	0.4%	9%	-1.4%	-0.1%	0.4	49	-5%	-4%
N#CC(C(=O)Nc1ccc(Cl)c(Cl)c1)=C1Nc2ccccc2N1	i	13	8%	0.2%	-8%	-4.0%	-0.4%	6.5	62	5%	-20%
COc1cc(OC)c(OC)cc1/C=N/Nc1ccc(Cl)nn1	i	34	1%	-0.1%	-11%	-3.1%	0.9%	nt	nt	18%	-7%
O=C(CC12CC3CC(CC(C3)C1)C2)NCc1ccncc1	i	40	10%	-0.1%	-5%	-4.1%	-1.2%	4.7	75	6%	13%
Fc1cccc(NCc2ccoc2)c1	i	37	13%	-0.1%	-2%	nt	-0.1%	1.8	54	2%	-2%
C=C(C)Cn1c(C)cc(C)c(S(=O)(=O)c2ccccc2C)c1=O	i	30	6%	-0.4%	14%	-2.1%	-0.5%	0.0	50	6%	11%
CNC(=S)N(Cc1cccs1)Cc1cc2cc(OC)c(OC)cc2[nH]c1=O	i	11	0%	0.2%	3%	0.3%	0.2%	-0.9	31	14%	25%
O=C(O)c1cnn(-c2ccccc2)c1-c1ccncc1	i	39	-2%	0.0%	7%	1.4%	0.4%	0.0	93	7%	-11%
CCn1c(=O)cc(C(F)(F)F)[nH]c1=S	i	66	6%	-0.4%	-9%	-1.6%	0.0%	-1.2	40	15%	-12%
O=C(CCCc1nc2ccccc2s1)Nc1nccs1	i	56	-11%	-0.1%	5%	-2.4%	-0.9%	-1.0	72	16%	31%
CCO/C(C)=N/n1c2nc3ccccc3nc2c2c(=O)n(C3CCCC3)c(C)nc21	i	46	10%	0.1%	-1%	-3.1%	0.1%	2.1	62	-6%	-26%
COC(=O)c1ccc(OCCOc2ccccc2)cc1	i	19	20%	-0.1%	17%	3.4%	1.5%	-0.2	60	3%	2%
O=C1CN(C(=O)C2CC2)c2ccccc2N1	i	41	3%	0.5%	-10%	-0.2%	0.1%	1.5	60	-4%	8%
Cc1ccc2oc(-c3cccc(NC(=O)c4ccc(Br)o4)c3C)nc2c1	i	30	2%	-0.1%	-7%	-2.3%	-0.2%	2.3	42	-6%	-10%
CCOC(=O)C1=C(C)NC(=O)NC1/C=C/c1ccccc1 (centres undefined)	i	24	-23%	-0.1%	8%	-4.2%	0.2%	0.6	39	-12%	32%
CCOC(=O)c1sc2nc(NC(=O)C(C)(C)C)sc2c1C	i	42	8%	-0.2%	2%	3.9%	nt	17	71	2%	12%
CCOc1ccc(NC(=S)N(CCc2c(C)[nH]c3ccc(C)cc23)Cc2ccco2)cc1	i	19	-10%	-0.3%	-7%	5.2%	nt	5.0	93	9%	-64%
NC(=S)N/N=C/c1ccccc1	i	48	-20%	-0.1%	16%	-0.3%	-0.2%	3.6	37	-6%	4%
CCOC(=O)C1NN=C(C(=O)c2ccccc2)C1c1ccc(Cl)cc1 (centres undefined)	i	39	-7%	0.2%	-18%	2.4%	-1.2%	-1.2	103	6%	-15%
Cc1ccccc1NC(=O)OCc1cccnc1Oc1ccc(Cl)cc1	i	25	-2%	0.2%	-6%	-1.1%	-0.7%	2.3	91	6%	-4%
Cc1ccnc2nc(C(=O)Nc3nnc(CC(C)C)s3)nn12	i	25	14%	-0.1%	-6%	-2.6%	0.1%	0.0	65	-1%	14%
